Screening results from PubChem BioAssay.
HIF act: HIF pathway transcriptional activation; AID 1910; activation, % at 7.5 µM (by protocol); 300,000 tested, 0.32% active; U2OS HRE-luciferase reporter, luminescence; normalized: DMSO 0%, desferrioxamine 100%;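 active = mean activation of at least 10% of the iron chelator positive control signal, with at least half of replicates also reaching 10%; inconclusive = mean and replicate majority disagree about reaching 10%; inactive = mean and most replicates under 10%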
IEC-6 cytotox: counter-screen for KLF5 inhibitors: cytotoxicity in IEC-6 cells; AID 1825; inhibition, % at 5 µM; 290,000 tested, 0.78% active; IEC-6 cytotoxicity, luminescence viability; in the data active = inhibition above about 22%;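 note: 0% = plate median of test compound wells and 100% = cytotoxic reference compound wells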
HSF1 activator: increases HSF-1 driven luciferase reporter signal; NIH3T3-HGL HSF-1 luciferase reporter, MG132, 8 h; 100% = twice DMSO control signal; activation, % at 9 µM; 300,000 tested, 1.7% active; AID 504408;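 active = mean replicate activation of at least 50% with a set share of replicates each reaching 50%; inconclusive = only one of those two conditions met; inactive = mean below 50% and too few replicates reaching it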;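 note: 0% = median of the neutral control wells and 100% = twice that signal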
KLF5 inhibitor: suppresses KLF5 promoter-driven expression. 290,000 tested, 0.23% active. AID 1700. inhibition, % at 5 µM. DLD-1 KLF5 promoter-luciferase reporter, luminescence;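 active = inhibition above a per-plate limit of that plate's mean compound inhibition plus 3 SD, cut at about 60% in these data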;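 note: 0% = DMSO wells and 100% = LY294002 at 200 µM; higher means less KLF5 promoter-driven luciferase light; inactives centre near -14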
HSP90 inh: HSP90 refolding inhibition in rabbit reticulocyte lysate; luciferase refolding luminescence, 3 h; inhibition, % at 5.6 µM; 290,000 tested, 0.91% active; AID 1789;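 active = inhibition above the screen-wide mean plus 3 SD, computed separately per campaign, cut at about 16% in these data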;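 note: 0% = DMSO wells and 100% = 60 µM geldanamycin wells; inhibitors lower the luminescence because luciferase stays unfolded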
Platelet DG rel: modulates dense granule release in human platelets | human platelet-rich plasma, SFLLRN dense granule ATP release, luminescence | inhibition, %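 (compounds screened at 7.5 µM in platelet-rich plasma)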 | 300,000 tested, 0.22% active;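 active = mean replicate score, as percent of positive control, at or above 50; inconclusive = mean below 50 but at least one replicate at or above 50; inactive = mean and every replicate below 50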
aSyn UTR inh: 5' untranslated region of α-synuclein, MLPCN primary screen. alpha-synuclein 5'UTR reporter, inhibitor activity. inhibition, % (tested at 7.5 µM). 300,000 tested, 0.82% active. AID 1813; in the data active = inhibition above about 60%; inconclusive = no clear call, values can overlap the other calls;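 note: H4 neuroglioblastoma cells stably carrying SNCA 5'UTR luciferase fusion; 0% = DMSO wells and 100% = positive control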
SKKanGAS inh: blocks kanamycin growth of S. pyogenes SKKanGAS strain. BacTiter-Glo, 6 h. inhibition, % at 7.5 µM. 300,000 tested, 1.3% active. AID 1662;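 active = mean replicate score, as percent of positive control median, at least 50; inconclusive = mean below 50 but one replicate at or above 50; inactive = mean and every replicate below 50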;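 note: strain carries kanamycin resistance gene driven by streptokinase promoter and grows in 40 µg/ml kanamycin; loss of luminescence reflects streptokinase promoter inhibition or plain growth inhibition; 0% = median of DMSO wells and 100% = positive control at its reference dose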
HSF1 inhib: HSF1 inhibition | activity change, negative = inhibition, % at 7.5 µM (by protocol) | NIH3T3-HGL HSE-luciferase, MG132-induced, luminescence 8 h; active compounds read low | 300,000 tested, 0.77% active | AID 2098;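 active = more than half of replicate wells show activity change below -50%, luminescence cut by over half; inconclusive = some wells, but at most half, below -50%; inactive = no replicate well below -50%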;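 note: luciferase reports HSF-1 transcriptional activity via heat shock element; 0% = median of DMSO wells and -100% = zero luminescence signal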
AI-2 QS mod: modulates the Vibrio harveyi AI-2 quorum sensing system | Vibrio harveyi JMH597 AI-2 luminescence/OD600 ratio, 9 h; active compounds read low; strain lacks LuxN and CqsS sensors; 0 = neutral-control median | activity change, % at 7.5 µM | 300,000 tested, 0.4% active | AID 2094; in the data active = activity change below about -75%, passing the limit was not always enough; inconclusive = no clear call, values can overlap the other calls;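 note: luminescence divided by OD600 gain over 9 h not by final OD600 alone; inactives centre near 13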
* marks the source's active call; other numbers are inactive results; ? = inconclusive; . = not tested or not shown.

Each structure is followed by: aSyn UTR inh	Platelet DG rel	SKKanGAS inh	HIF act	HSP90 inh	HSF1 activator	KLF5 inhibitor	HSF1 inhib	AI-2 QS mod	IEC-6 cytotox
[1] CCOc1ccc(N(CC(=O)Nc2ccccc2Cl)S(C)(=O)=O)cc1
→ -54.9	-6.5	7.0	1.0	2.5	-37.1	4.0	-22.2	9.3	17.6
[2] COCCCN(C(=S)Nc1cc(Cl)cc(Cl)c1)C(C)c1ccncc1 (centres undefined)
→ -1.4	-6.2	-2.4	-0.4	-1.5	6.8	-20.5	-2.3	8.6	3.4
[3] O=C1CSc2ccc(C(=O)O)cc2N1
→ 4.9	-4.5	4.2	-0.7	-4.0	-11.2	-7.6	0.6	17.4	1.8
[4] O=C(c1ccccc1)c1cc(F)c(N2CCOCC2)cc1Cl
→ 3.7	-1.2	-2.4	0.0	1.3	3.8	-25.7	7.4	-24.6	-8.8
[5] COc1ccc(/C=C/C2=NNC(=O)CC2)cc1
→ ?	7.1	-1.1	0.6	-5.6	29.2	-69.5	12.1	10.8	-4.3
[6] CSCC[C@H](NC(=O)CC(C)(C)C)c1nc2ccccc2[nH]1
→ -1.1	12.2	-4.7	0.1	0.3	-5.7	2.9	-8.9	6.8	-2.2
[7] O=S(=O)(Nc1cccc(Cl)c1)c1ccc2oc(=S)[nH]c2c1
→ 12.1	-0.1	34.9	-0.2	0.8	1.4	-9.2	3.6	22.6	-1.7
[8] O=[N+]([O-])c1cc(C(F)(F)F)ccc1Sc1ccc2ccccc2n1
→ -75.3	10.0	-35.3	-0.1	-1.2	9.2	-5.7	5.0	32.5	5.0
[9] CS(=O)(=O)N1CCN(c2ccc([N+](=O)[O-])cc2F)CC1
→ 3.7	-1.2	3.7	-0.1	1.1	10.2	7.0	13.6	26.6	4.9
[10] Cc1ccc(CNC(=O)CCNS(=O)(=O)c2ccc(C)cc2)cc1
→ 10.2	5.8	-3.1	0.6	-0.4	5.0	9.3	-1.2	-9.0	-3.1
[11] Cc1onc(-c2ccccc2)c1-c1nnc(-c2ccccc2C(F)(F)F)o1
→ -1.3	4.5	-3.4	-1.3	-0.8	-12.0	-13.8	2.0	17.1	-4.0
[12] CC(=O)Nc1ccc(C(=O)OCC(=O)c2ccc(S(=O)(=O)N3CCCCC3)cc2)cc1
→ -3.2	-1.7	26.7	-40.3	.	-1.5	.	6.0	22.6	.
[13] O=C(Cn1c(=O)c2cccn2c2cccnc21)NCCCN1CCN(c2ccc(F)cc2)CC1
→ 2.3	-2.6	-4.5	0.9	-4.3	-0.3	-40.2	7.8	19.3	-7.6
[14] O=S(=O)(NCCSc1nnc(-c2ccco2)n1-c1ccccc1)c1ccccc1
→ -4.4	9.8	-1.9	-0.2	3.1	27.5	-11.9	2.3	11.1	-1.5
[15] Cc1cc(NC(=O)COC(=O)C2CCN(S(=O)(=O)c3c(Cl)cccc3Cl)CC2)no1
→ -2.9	6.9	1.7	0.2	-0.7	6.5	-27.2	3.1	15.6	-3.6
[16] CC(C)OC(=O)C1Cc2ccccc2CN1S(=O)(=O)c1cccs1 (centres undefined)
→ 17.7	2.4	-0.3	-2.7	0.5	9.4	-2.3	0.1	.	-4.5
[17] CCN(C(=O)CSc1nnc(NC2CCCCC2)s1)C1CCS(=O)(=O)C1 (centres undefined)
→ 1.2	2.1	2.5	-0.4	-1.8	1.8	-3.0	-1.8	14.2	0.6
[18] CCN(C(=O)COC(=O)Cn1c(C)csc1=O)c1c(N)n(Cc2ccccc2)c(=O)[nH]c1=O
→ -1.0	.	-3.9	-0.4	.	-36.3	.	-17.9	15.6	.
[19] O=C1C=C(NC(=O)Nc2ccc(Cl)c(Cl)c2)CCC1
→ -49.0	2.2	?	0.4	0.4	31.1	-7.3	15.5	45.9	9.3
[20] COCCNC(=O)Cn1cnc([N+](=O)[O-])n1
→ -5.2	0.3	4.1	-0.2	2.6	-5.5	4.9	-5.2	29.2	-3.3
[21] Cc1cc(SCC(=O)N(C)CC(=O)Nc2ccc(F)cc2)nc2ccccc12
→ 10.5	-7.1	-8.0	0.0	3.8	-1.4	-3.7	0.0	20.8	2.5
[22] CCCS(=O)(=O)N1CCN(C(=O)c2cccnc2)CC1
→ 0.9	-2.9	-3.0	-0.3	2.2	-2.8	-26.0	-3.4	26.2	-1.9
[23] CCOCCCNC(=O)C1CCCN(S(=O)(=O)c2ccc(-n3cnnn3)cc2)C1 (centres undefined)
→ 8.7	-4.8	-5.1	0.4	2.8	-10.1	-11.9	-5.9	32.3	-1.4
[24] O=C(c1ccc2c(c1)OCO2)N1CCCc2ccccc21
→ -3.6	-21.9	-5.6	0.2	2.6	-1.7	6.3	0.0	9.7	6.6
[25] Clc1ccc(-n2ncc3c(NCCN4CCOCC4)ncnc32)cc1
→ 31.5	-4.9	-12.8	-0.9	44.2*	-58.4	6.3	-53.7*	6.4	9.0
[26] CCC(C)[C@H]1CN=C(N)N1CC1CCCCC1 (some centres undefined)
→ 1.8	-4.4	4.2	0.0	.	-16.5	.	-7.7	8.2	.
[27] N#C/C(=C\C=C\c1ccccc1[N+](=O)[O-])C(=O)NC1CCCCC1
→ -131.6	2.5	-1.2	1.3	0.6	81.7*	-25.5	34.1	11.7	-0.1
[28] COc1cc2c(cc1OC)C(C(=O)NC1CC1)C1c3ccccc3CCN1C2=O (centres undefined)
→ 21.1	5.4	3.6	1.0	-0.1	-67.9	-23.7	-61.0*	15.0	-1.7
[29] COc1ccc(NC(=O)CN2CCN(C(=O)C3CCCO3)CC2)c(OC)c1 (centres undefined)
→ 4.9	40.7	-3.3	0.0	1.5	-16.9	-20.7	0.8	15.9	0.4
[30] O=C(O)CC1C(=O)NCCN1Cc1cccs1 (centres undefined)
→ 2.3	3.5	-3.7	-0.2	-0.2	9.3	-33.7	-6.3	14.3	-3.9
[31] CC(C)Oc1cccc(-c2cc(C(=O)N3CCN(c4ncccn4)CC3)c3ccccc3n2)c1
→ -64.1	2.5	11.6	0.4	-11.4	16.2	-70.2	1.0	12.8	-6.4
[32] COC(=O)c1sc(SC)c2c1CC(C)(C)C/C2=N/O
→ 2.8	13.5	0.1	-0.2	2.0	29.8	-12.3	5.7	0.4	-3.0
[33] COc1ccccc1CCC(=O)N(C)CC(=O)Nc1ccc(F)cc1
→ -24.4	-0.8	2.2	-0.5	-0.1	9.2	-24.5	0.1	20.1	-0.6
[34] COc1ccc(Br)cc1CN1CCCC(C(=O)N2CCCCCC2)C1 (centres undefined)
→ -6.8	1.8	9.1	-0.3	-1.5	-0.6	-40.0	-0.3	6.2	5.9
[35] COc1ccc(/C=C/C(=O)NC(=S)N2CCN(c3ccccc3OC)CC2)cc1
→ -160.0	-3.4	59.4*	0.3	1.8	13.5	-28.5	-1.3	-0.6	6.8
[36] CC(CN1CCCCC1)OC(=O)c1ccccc1F (centres undefined)
→ 15.0	7.2	-0.4	-1.2	-5.1	16.1	-33.8	-2.6	12.1	-3.1
[37] CCn1c2ccccc2c2cc(/C=N/NC(=O)c3cccc(C)c3)ccc21
→ -13.8	1.2	0.4	-0.3	4.3	8.2	1.1	2.5	28.4	5.6
[38] CC(=O)Nc1ccc(NC(=O)COc2cc(C)cc3oc(=O)cc(C)c23)cc1
→ 0.7	9.5	4.0	-0.4	-0.7	16.9	-6.1	4.5	24.4	6.8
[39] CCOC(=O)C1CCCN(S(=O)(=O)c2cc(Br)cc3c2N(C(C)=O)CC3)C1 (centres undefined)
→ -0.1	3.9	1.9	0.1	-5.0	6.1	-23.4	-2.0	0.7	-0.7
[40] CCOC(=O)CC(NC(=O)c1ccc(C)cc1)c1ccc(C)cc1 (centres undefined)
→ -1.0	4.1	1.4	-0.2	5.5	4.2	-5.5	12.2	12.8	-1.5
[41] CN(C)N=Nc1ccc(-c2cn(Cc3ccccc3)cn2)cc1
→ -74.2	-2.7	0.0	5.0	-1.5	28.9	-104.2	13.9	?	9.7
[42] Nc1nnn(Cc2ccccc2)n1
→ 12.0	-1.6	8.1	0.0	1.8	2.4	-19.5	-2.4	5.5	3.7
[43] O=C(N/N=C\C=C\c1ccc([N+](=O)[O-])o1)c1cccs1
→ -62.5	5.9	91.2*	2.3	0.3	35.2	-21.4	33.4	?	-13.8
[44] COc1cc(NC(=O)c2onc(C)c2Cl)cc(OC)c1OC
→ -5.0	1.9	-0.8	-1.0	0.4	7.7	-26.2	-2.4	0.8	3.6
[45] Cc1nc(N2CCN(S(=O)(=O)c3ccccc3)CC2)c2cc(-c3ccccc3)sc2n1
→ -113.4	-1.6	5.9	0.2	0.9	4.9	-20.5	0.1	6.3	2.8
[46] CC1CC(C)CN(C(=O)c2ccc(C#N)cc2)C1 (centres undefined)
→ 9.3	9.8	-3.3	-0.9	4.0	-1.0	-24.6	4.8	20.7	3.0
[47] Cc1cc(S(=O)(=O)c2ccc([N+](=O)[O-])cn2)ccc1Br
→ 13.5	-7.2	2.2	5.4	.	33.9	.	9.3	30.2	.
[48] COCCCN1C(=O)c2[nH]nc(-c3ccccc3O)c2C1c1cccc(Cl)c1 (centres undefined)
→ -5.1	-0.9	8.7	0.5	11.3	71.1*	5.4	36.1	18.0	-0.2
[49] Cc1ccc(NC(=O)Cc2ccc(F)cc2)cc1
→ -81.0	1.5	0.6	1.4	1.2	10.6	-33.0	4.2	-22.5	2.8
[50] COc1ccc(N2CCN(C(=O)c3cn(C)c4ccc(S(=O)(=O)N5CCOCC5)cc4c3=O)CC2)cc1
→ -10.6	6.5	0.1	-0.2	-3.8	-21.5	3.0	-2.0	15.0	-0.2
[51] COC(=O)CSc1nc2ccccc2nc1SCC(=O)OC
→ 16.9	-3.7	-3.1	0.7	-2.7	10.3	-5.1	4.6	23.4	2.4
[52] COc1cc(C2C(C#N)=C(C)NC3=C2C(=O)CC(C)(C)C3)ccc1O (centres undefined)
→ 19.0	-0.2	-0.1	-0.5	3.8	-2.2	13.3	8.5	21.1	-2.8
[53] COc1ccc(CNC(=O)C2CC=CCC2C(=O)O)cc1OC (centres undefined)
→ -8.6	3.6	-0.5	-0.2	-1.0	5.6	-22.2	-4.0	25.7	0.7
